KDM5B inhibitor: blocks human KDM5B histone demethylase activity; Q9UGL1; KDM5B demethylase, FDH-coupled NADH fluorescence (FDH is formaldehyde dehydrogenase); Potency, µM (titrated, usually from 57.7 µM), without a hit: at the highest dose activity change, negative = inhibition, hits mostly inhibitors; actives 2.6% (n = 220,000); active = well fitted inhibition curve with a large enough effect; inconclusive = small, poorly fitted or top-dose-only effect; inactive = no such curve, though single readings can be large or run the other way; also: 0% is about no effect; nearly all actives have a fitted effect of over 70% in size
Target sequence (Q9UGL1 whole entry, looked up): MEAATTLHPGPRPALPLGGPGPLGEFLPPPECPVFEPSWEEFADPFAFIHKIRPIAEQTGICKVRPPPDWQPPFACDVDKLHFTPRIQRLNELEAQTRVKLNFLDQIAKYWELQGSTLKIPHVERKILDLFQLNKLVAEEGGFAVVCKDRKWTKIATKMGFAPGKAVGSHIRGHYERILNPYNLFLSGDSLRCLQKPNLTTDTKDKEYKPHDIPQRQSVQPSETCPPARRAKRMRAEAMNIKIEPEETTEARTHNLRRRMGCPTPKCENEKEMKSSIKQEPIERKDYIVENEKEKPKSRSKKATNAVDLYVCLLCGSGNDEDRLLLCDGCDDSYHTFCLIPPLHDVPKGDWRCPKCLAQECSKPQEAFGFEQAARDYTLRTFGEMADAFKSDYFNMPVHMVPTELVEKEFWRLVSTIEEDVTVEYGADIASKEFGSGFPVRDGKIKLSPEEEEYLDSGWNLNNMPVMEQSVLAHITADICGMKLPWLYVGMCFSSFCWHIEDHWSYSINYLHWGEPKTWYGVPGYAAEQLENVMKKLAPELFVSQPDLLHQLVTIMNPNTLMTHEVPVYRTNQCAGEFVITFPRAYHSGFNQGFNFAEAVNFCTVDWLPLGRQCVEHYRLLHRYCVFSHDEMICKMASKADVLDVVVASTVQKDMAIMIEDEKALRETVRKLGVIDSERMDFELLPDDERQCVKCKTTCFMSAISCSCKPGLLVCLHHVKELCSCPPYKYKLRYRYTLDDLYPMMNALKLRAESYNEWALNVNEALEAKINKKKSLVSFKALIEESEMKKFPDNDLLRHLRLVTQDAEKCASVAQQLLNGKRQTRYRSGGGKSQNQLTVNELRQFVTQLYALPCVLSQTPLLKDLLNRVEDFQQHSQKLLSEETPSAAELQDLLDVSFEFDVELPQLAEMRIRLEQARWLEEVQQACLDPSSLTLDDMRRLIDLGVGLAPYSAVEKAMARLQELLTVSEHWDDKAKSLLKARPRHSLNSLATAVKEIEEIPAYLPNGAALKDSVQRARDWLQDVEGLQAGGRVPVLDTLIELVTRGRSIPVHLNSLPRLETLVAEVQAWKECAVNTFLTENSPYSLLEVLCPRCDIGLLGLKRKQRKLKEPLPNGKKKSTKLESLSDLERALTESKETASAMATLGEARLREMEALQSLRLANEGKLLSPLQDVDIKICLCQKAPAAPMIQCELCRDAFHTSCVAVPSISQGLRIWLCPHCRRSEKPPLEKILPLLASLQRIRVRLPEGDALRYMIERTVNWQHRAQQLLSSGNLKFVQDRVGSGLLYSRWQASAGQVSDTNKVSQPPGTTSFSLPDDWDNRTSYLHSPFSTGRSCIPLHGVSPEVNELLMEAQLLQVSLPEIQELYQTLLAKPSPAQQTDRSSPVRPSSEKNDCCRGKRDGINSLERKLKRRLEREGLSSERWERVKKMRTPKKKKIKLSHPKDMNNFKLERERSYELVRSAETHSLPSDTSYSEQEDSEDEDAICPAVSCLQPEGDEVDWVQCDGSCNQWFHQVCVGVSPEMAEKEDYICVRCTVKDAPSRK
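Inhibition is measured as reduced NADH fluorescence generation from FDH coupling to formaldehyde release. Truncated KDM5BΔAP at 200 nM final acts on H3K4me3 peptide (12.5 µM in substrate mix) in pH 7.5 HEPES buffer with Tween-20, 30 min, room temperature.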
Active calls of the source: *; i = inactive; ? = inconclusive; & = joins results of further samples; ! = repeats disagree; [ ] = dose if it differs, or a comment. Potency is read from the fitted curve at half-maximal effect. An excerpt; rates above refer to the full screens.

compound	KDM5B inhibitor
O=C(CCc1cnccn1)N1CCC(CCC(=O)N2CCC(Cc3ccccc3)CC2)CC1	16%
CCCCn1nc(C(=O)Nc2ccc(OC)c(OC)c2)c2ccccc2c1=O	4%
CC1=C[C@@H](CNS(=O)(=O)c2ccc(C#N)cc2)[C@H](C(C)C)C[C@H]1Cc1nnc(-c2ccncc2)o1	18%
CC(C)N(C)C1CCN(c2nc(-c3ccncc3)nc3ccccc23)CC1	1%
CCCCOc1ccc(S(=O)(=O)N2CCN(c3ccccc3OCC)CC2)cc1	-11%
CCc1ccc(Nc2cc(C(=O)NCCCN(C)c3ccccc3)c3ccccc3n2)cc1	-22%
CC(=O)N1Cc2ccccc2NC(=O)C12CCNCC2	?
CC(=O)Nc1ccc(NC(=O)CCc2c(C)nc3c(c(C)nn3-c3ccc(C)cc3)c2C)cc1	?
NC(=O)c1cc(-c2ccccc2)nc2ccc(Br)cc12	2%
C[n+]1c(NCc2cc(Br)cc(Br)c2[O-])[nH]c2ccccc21	6%
CCOC(=O)c1sc2nc(C)nc(Nc3cccc(C(F)(F)F)c3)c2c1C	12%
Cc1ccc(-c2nnc(SCc3ccccc3C#N)o2)cc1	-5%
COc1ccc(-n2c(=O)c3c(n2Cc2ccccc2)CN(Cc2c[nH]c4ccccc24)CC3)cc1	-22%
Cc1ccsc1C(=O)N1CCC2(CC1)NC(=O)N(Cc1ccccc1)C2=O	-2%
O=Cc1csc(-c2ccc(C(F)(F)F)cc2)n1	6%
Cc1ccc(CNC(=O)Cn2c(SCC(=O)Nc3ccc(F)cc3)nc3ccccc32)cc1	15%

Five structures from above, arranged by SMILES length, largest number first.
compound	KDM5B inhibitor
COc1ccc(-n2c(=O)c3c(n2Cc2ccccc2)CN(Cc2c[nH]c4ccccc24)CC3)cc1	-22%
CCc1ccc(Nc2cc(C(=O)NCCCN(C)c3ccccc3)c3ccccc3n2)cc1	-22%
Cc1ccsc1C(=O)N1CCC2(CC1)NC(=O)N(Cc1ccccc1)C2=O	-2%
CCCCOc1ccc(S(=O)(=O)N2CCN(c3ccccc3OCC)CC2)cc1	-11%
CC(=O)N1Cc2ccccc2NC(=O)C12CCNCC2	?

Additional results follow.
compound	KDM5B inhibitor
c1c[nH]c(-c2nc3ncccc3[nH]2)c1	141µM*!
Cc1cc2nc(-c3cccc(NC(=O)COc4ccc(C(C)C)cc4)c3)oc2cc1C	?
N#Cc1cnc2ncnn2c1N	11%
O=C(CN1CCCCCC1)N1CCC2(CC1)CN(Cc1ccccc1)CC2CO (centres undefined)	?
CC1(C)[C@H](Cc2cc(COc3ccccc3)on2)C[C@@H]1NC(=O)C1CCC1	8%[86.2 µM]
CCOc1ccc(OCC(=O)Nc2ccc3oc(C)nc3c2)cc1	17%
Cn1c(=O)c2c(ncn2CCC(=O)Nc2ccccc2)n(C)c1=O	14%
CCc1nc2c(c(-c3ccc(O)cc3)n1)CCN(Cc1ccsc1)CC2	-20%

3 compounds out of the list above, arranged by the number in KDM5B inhibitor, lowest first.
SMILES	KDM5B inhibitor
CCc1ccc(Nc2cc(C(=O)NCCCN(C)c3ccccc3)c3ccccc3n2)cc1	-22%
CCCCn1nc(C(=O)Nc2ccc(OC)c(OC)c2)c2ccccc2c1=O	4%
CCOC(=O)c1sc2nc(C)nc(Nc3cccc(C(F)(F)F)c3)c2c1C	12%

(continued)
compound	KDM5B inhibitor
Cn1c(SCC(=O)Nc2ccc(Br)cn2)nnc1C1CC1	-4%
CCc1cc(C(=O)NC(C)c2ccccc2)no1 (centres undefined)	-19%
O=C(c1ccccc1)N1CCN(CCc2ccccc2)CC1	7%
O=c1[nH]c(=O)n(Cc2ccccc2)c2c1C(C(F)(F)F)(C(F)(F)F)N=C(c1ccco1)N2	i
CCN(CC)c1ccc(NC(=O)CSc2nc(-c3cccs3)cc(C(F)(F)F)n2)cc1	?
Cn1nccc1C(=O)N1CCC(c2noc(C3CC3)n2)C1 (centres undefined)	3%
COc1ccc2nc(NC(=O)c3cc(=O)c4ccc(C)c(C)c4o3)sc2c1	17%
COc1ccc(C(=O)c2oc3ccc(NC(=O)c4ccncc4)cc3c2C)cc1	-4%
C=CCNc1nc2c(c(=O)n(C)c(=O)n2C)n1CC(O)COc1ccc(OC)cc1 (centres undefined)	13%
CC/C=C/CN1CCC2(Cc3ccccc3CNC2=O)C1 (centres undefined)	?
Cc1cccc(Oc2ccc3c(c2)cc(C(=O)NCc2ccco2)n3C)c1	?
O=C1CC(c2nnc(Cc3cccc(Cl)c3)o2)CN1c1ccccc1 (centres undefined)	?
COc1cccc(C2C(C(=O)Nc3ccc(Cl)cc3)=C(C)Nc3nc4ccccc4n32)c1 (centres undefined)	?
O=C(NCc1ccc(F)cc1)N1CC(Oc2ccc(-c3nc(-c4ccccc4)no3)cc2)C1	-16%
CC(C)OC(=O)c1ccc(NC(=O)C2=Cc3cc(Br)ccc3OC=C2)cc1	13%
CC(C)CC(=O)N[C@H](C)c1c(-c2ccc(F)cc2)noc1C(=O)O	?
O=C(Nc1ccc(F)cc1F)C1(CCO)CCN(c2ncccn2)C1 (centres undefined)	25µM*
CCCCn1c(=O)[nH]c(=O)c2c1nc(COC(=O)C1(c3ccccc3)CCC1)n2CCC	7%
COc1cc(Nc2ccc3nnc(-c4ccc(C)cn4)n3n2)cc(OC)c1OC	-11%[86.2 µM]
O=C(c1ccc2c(c1)OCO2)N1CCC2(C1)C(=O)Nc1ccccc12 (centres undefined)	29%[149 µM]
Cc1ccc(N2CC(c3noc(-c4ccccc4Cl)n3)CC2=O)cc1 (centres undefined)	10%
Cc1nn(CN2CCN(S(=O)(=O)c3ccc(Cl)cc3)CC2)c(=O)c2ccccc12	28%
Nc1ccc(Cl)cc1/C(=N/Nc1ccccc1)c1ccccc1	-5%
Cc1ccc(CNC(=O)c2cc(=O)c3cc(Cl)ccc3o2)cc1	14%
Cc1cc(C)c2c(CN3CCCCC3)cc(=O)oc2c1	-2%
COc1cccc(OC)c1C(=O)N1C(C(=O)NCc2cccc(F)c2)COC12CCCCC2 (centres undefined)	-3%
CN(C(=O)c1ccccn1)C1CCc2ccccc21 (centres undefined)	-9%[86.2 µM]
CCCNC(=O)NC(=O)CN(C)Cc1ccccc1Br	15%
CN1c2cc(C(=O)Nc3cccc(F)c3)ccc2C(=O)N2CCCCC21 (centres undefined)	?
COc1ccc(/C=C2\SC(=S)N(CC(=O)N3CCN(C)CC3)C2=O)cc1	-1%
COc1cccc(CNC(=O)c2cc3ccc4cccnc4c3[nH]2)c1	-7%
Cc1ccc(NC(=O)CSc2nc3nccnc3c(=O)n2CCc2c[nH]c3ccccc23)cc1	-28%
COc1cc(SC)ccc1C(=O)Nc1ccc(OCC(=O)N2CCOCC2)cc1	2%
Nc1c(C(=O)O)cccc1[N+](=O)[O-]	-26%
NC(=O)NNC(=S)Nc1ccc(Cl)cc1Cl	17%
CN(C(=O)c1ccc(-c2nn(C)c(=O)c3ccccc23)cc1)c1ccccc1	6%
CC(C)Cc1cc(C(=O)N2CCOC(C(F)(F)F)C2)n[nH]1 (centres undefined)	24%
COc1ccccc1NC(=O)CSCc1ccc(Br)cc1	11%
O=C(Nc1ccc(-c2nc3cc(Cl)ccc3o2)cc1)c1cc2ccccc2o1	15%[11.5 µM]
CN1c2ccc(Cl)cc2C(=O)NC1c1ccc([N+](=O)[O-])s1 (centres undefined)	-11%
O=c1[nH]c2ccc(Br)cc2c(-c2ccccc2)c1CN1CCCCC1	-23%
CCN1CCN(C(=O)c2coc(COc3ccc4c(c3)OCO4)n2)CC1(C)C	-18%
CCc1ccc2oc(C(=O)N(Cc3cccc(Cl)c3)Cc3ccco3)c(C)c2c1	-6%
COc1cccc(-c2nc(C3CC(=O)N(c4ccc(C)cc4)C3)no2)c1 (centres undefined)	-11%
COC(=O)CSc1nnc2n(-c3ccccc3)c(=O)c3c4c(sc3n12)COC(C(C)C)C4 (centres undefined)	?
COc1ccc(CN2C(=O)CO[C@H]3CN(Cc4c[nH]c5ccccc45)C[C@H]32)cc1	-10%[86.2 µM]
O=C(NCc1cccnc1)C(=O)NCC(c1cccnc1)N1CCN(c2ccccc2F)CC1 (centres undefined)	-8%&-17%
COc1ccc2oc(=O)c(C(=O)N3CCCc4ccccc43)cc2c1	1%
O=C(c1cccc(Cl)c1)N1CCCC(c2nn(-c3ccccc3)c(=O)[nH]2)C1 (centres undefined)	3%
CC1(COc2ccccc2)COc2ccc(C(=O)Nc3ccc4[nH]ccc4c3)cc2N1 (centres undefined)	?
O=C(c1ccccn1)N1CCCC1c1nc(C2CCOCC2)no1 (centres undefined)	-8%
CCCCCn1nc(C(=O)Nc2nc(C)cs2)c2ccccc2c1=O	7%
CC(Nc1sc(S(C)(=O)=O)nc1S(=O)(=O)c1ccc(Cl)cc1)c1ccccc1 (centres undefined)	-10%
Cc1cc(C(=O)O)c2c(C(C)C)nn(-c3ccc(F)cc3)c2n1	17%
Cc1cc(C)c2oc(=O)cc(CN3CCN(CCc4ccccn4)CC3)c2c1	-5%
COc1cccc(CNC(=O)[C@@H]2C[C@@H](O)CN2C2CCN(C(=O)c3cccc(OC)c3)CC2)c1	-25%

(more compounds)
compound	KDM5B inhibitor
CC(C(=O)NC(=O)NC12CC3CC(CC(C3)C1)C2)N1CCN(c2oc(-c3ccco3)nc2C#N)CC1 (centres undefined)	-33%
COc1cccc(-c2cn3ncsc3n2)c1	-15%
Cc1nc(SCc2noc(-c3ccccc3O)n2)n(C2CC2)c1C	-6%
Cc1cc(N2CCOCC2)n2ncc(-c3ccc(Cl)cc3)c2n1	?
O=c1cc(-c2ccc(F)cc2)oc2ccc(F)cc12	6%
CCNC(=O)N1CCC(N2C(=O)C3(CCCC3)C2c2ccccc2)CC1 (centres undefined)	-17%
CC1(C)CC(=O)C2=C(C1)Nc1c(c(=O)[nH]c(=O)n1Cc1ccccc1)C2c1ccc2c(c1)OCO2 (centres undefined)	-11%
COc1ccc(NC(=O)N2CCC(Cc3noc(C4CC4)n3)C2)cc1 (centres undefined)	-19%
c1coc(CN2CCc3c(sc4ncnc(N5CCOCC5)c34)C2)c1	?
CCOCC(=O)N1CCC2(CC1)CC(N(Cc1ccc(F)cc1)C1CC1)CCO2 (centres undefined)	-12%
CC(C)(C)CC(=O)Nc1cnc(-c2ccc(Cl)cc2)nc1	-24%
CCn1cc(CN2CCCC(CNC(=O)c3cc(OC)cc(OC)c3)C2)c(C)n1 (centres undefined)	-13%
Cc1onc(-c2c(Cl)cccc2Cl)c1C(=O)ONC(=O)c1cc(C(F)(F)F)cc(C(F)(F)F)c1	-23%
Cc1cccc(N(C(=O)c2ccco2)C(C(=O)NC2CCCC2)c2ccco2)c1C (centres undefined)	13%
CCC(CC)C(CNC(=O)c1cc(Br)ccc1F)N1CCOCC1 (centres undefined)	-2%
O=C(c1ccccc1F)N1CCC2(CC1)CN[S+](=O)([O-])c1ccccc1N2	-1%
COc1cc(-c2nc(CC(=O)NC3CCN(Cc4ccccc4)CC3)cs2)cc(OC)c1OC	?
CS(=O)(=O)N1CCC(OC2CCN(C(=O)NCc3ccc(F)cc3)CC2)CC1	-1%
CC(C)n1cc2cc(C(=O)NC3CCCCCC3)sc2c1	?
Cc1nc2ccc(S(=O)(=O)N(CC(=O)Nc3ccc(F)cc3)Cc3ccccc3)cc2s1	9%
CN(C)CCCNC(=O)c1nc(-c2cccc3[nH]ccc23)no1	0%
CCN1CCCC1CNC(=O)c1ccc2nc(C)c(C)nc2c1 (centres undefined)	-5%
CC(C)CNC(=O)C(NC(=O)c1ccccc1Cl)C1CCN(C(=O)c2cccc(F)c2)CC1 (centres undefined)	-1%
CCOc1ccccc1NC(=O)C1=NN(C2CCS(=O)(=O)C2)C(=O)CC1 (centres undefined)	-11%
Cc1ccc(NC(=O)Cc2nn(C)c(=O)c3ccccc23)cc1	13%
Cc1noc(C)c1[S+](=O)([O-])N1CC2ON=C(C(=O)O)C2C1 (centres undefined)	-2%[149 µM]
CCOc1cccc(C(=O)Nc2nonc2CC)c1	4%
CCCn1nc(C(=O)Nc2sc3c(c2C#N)CCCC3)c2ccccc2c1=O	-9%
COc1ccc(C(=O)N2CCCC3(CN[S+](=O)([O-])c4ccccc4N3)C2)cc1 (centres undefined)	20%
O=C(N1CCOCC1)N1CCN(c2ccc(Cl)nn2)C(=O)C1	-26%[149 µM]
Fc1ccc2c(c1)nc1n2[C@@H](CN(Cc2ccccn2)Cc2ccccn2)COC1	0%[86.2 µM]
COc1cccc(CC(=O)N2CCC3(CC2)NC(=O)N(c2cccc(Cl)c2)N3)c1	-14%
COc1cc(C#N)ccc1OCC(=O)c1ccc2c(c1)OCCCO2	21%
COc1ccc(N2CCN(C(=O)c3cc4cc5ccc(Cl)cc5nc4o3)CC2)cc1	-15%
CCc1ccc(CNC(=O)CN2C(=O)NC3(CCCCC3)C2=O)cc1	23%
OCc1nc2ccccc2n1CC(O)COc1c(Cl)cccc1Cl (centres undefined)	17%
Cc1ccsc1CN1CCOc2ccc(C(=O)NCc3ccccc3F)cc2C1	-8%
CCOc1ccc(NC(=O)c2oc3ccccc3c2NC(=O)Cc2ccc(OC)c(OC)c2)cc1	?
COc1ccccc1NC(=O)CN1CCN(CC(=O)Nc2ccc(F)c(F)c2)CC1	-13%
O=C1CCN(C(=O)c2cccs2)CCCC(c2nc(-c3ccccc3)no2)CCN1 (centres undefined)	-8%

Compound activity from PubChem.
